NSD2 inh: inhibitors of human histone methyltransferase NSD2; inhibition, % at 12.5 µM; O96028; hit rate 0.54% among 310,000; NSD2 peptide methylation, AlphaScreen, 120 min; in the data active = inhibition above about 50%
Target sequence (O96028 whole entry, looked up): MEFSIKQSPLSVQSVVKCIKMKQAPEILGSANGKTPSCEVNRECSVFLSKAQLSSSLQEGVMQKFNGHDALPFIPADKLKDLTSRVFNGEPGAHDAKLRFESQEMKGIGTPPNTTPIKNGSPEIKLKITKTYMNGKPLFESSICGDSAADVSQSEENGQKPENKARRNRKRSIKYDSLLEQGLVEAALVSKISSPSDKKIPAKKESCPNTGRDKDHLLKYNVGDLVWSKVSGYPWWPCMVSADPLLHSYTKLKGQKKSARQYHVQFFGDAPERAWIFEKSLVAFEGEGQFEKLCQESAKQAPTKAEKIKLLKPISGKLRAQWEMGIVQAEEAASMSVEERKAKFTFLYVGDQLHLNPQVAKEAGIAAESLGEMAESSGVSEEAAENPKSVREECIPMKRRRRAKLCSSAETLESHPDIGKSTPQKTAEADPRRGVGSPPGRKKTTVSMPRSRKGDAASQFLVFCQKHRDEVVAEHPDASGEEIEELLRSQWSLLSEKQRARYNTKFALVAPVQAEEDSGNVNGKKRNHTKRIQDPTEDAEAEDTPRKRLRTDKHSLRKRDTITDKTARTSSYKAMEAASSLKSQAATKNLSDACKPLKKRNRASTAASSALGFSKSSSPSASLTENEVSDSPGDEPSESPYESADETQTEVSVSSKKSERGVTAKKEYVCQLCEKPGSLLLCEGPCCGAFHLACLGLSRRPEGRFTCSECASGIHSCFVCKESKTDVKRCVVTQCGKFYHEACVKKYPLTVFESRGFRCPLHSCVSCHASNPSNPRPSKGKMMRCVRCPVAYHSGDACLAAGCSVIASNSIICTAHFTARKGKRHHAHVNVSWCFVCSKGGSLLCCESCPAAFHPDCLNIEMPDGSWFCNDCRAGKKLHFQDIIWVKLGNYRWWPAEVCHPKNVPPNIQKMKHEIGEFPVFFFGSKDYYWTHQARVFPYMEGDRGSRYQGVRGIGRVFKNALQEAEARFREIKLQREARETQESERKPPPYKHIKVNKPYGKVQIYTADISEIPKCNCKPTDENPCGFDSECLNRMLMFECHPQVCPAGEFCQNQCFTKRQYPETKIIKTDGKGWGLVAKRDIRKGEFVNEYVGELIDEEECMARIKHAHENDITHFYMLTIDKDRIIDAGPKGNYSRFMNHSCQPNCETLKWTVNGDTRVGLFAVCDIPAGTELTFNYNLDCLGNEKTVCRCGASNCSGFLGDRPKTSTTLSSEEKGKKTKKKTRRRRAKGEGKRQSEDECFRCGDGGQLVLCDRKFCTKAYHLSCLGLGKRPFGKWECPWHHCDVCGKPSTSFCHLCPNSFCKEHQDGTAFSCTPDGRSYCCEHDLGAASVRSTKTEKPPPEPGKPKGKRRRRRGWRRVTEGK
Pemphigus Ab inh: blocks pemphigus antibody binding to human desmoglein-3; P32926; DSG3-coupled beads, scFv-anti-DSG3-GFP binding, flow cytometry; active compounds read low; binding (percent of control), % at 10 µM; hit rate 0.48% among 310,000;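 active = binding more than 3 SD below its plate's average and above zero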;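 note: hits lower antibody fragment binding to DSG3; some compounds called inactive have numbers as strong as hits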
Arrestin-AP2 inh: inhibitors of human beta-arrestin and AP2 interaction. FITC-arrestin peptide / GST-AP2 beads, flow cytometry; AP2 beta2 appendage carries R879A mutation. inhibition, % at 10 µM. hit rate 0.31% among 340,000;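 active = inhibition above a set limit, near 3 SD of compounds lacking own fluorescence, cut at about 54% in these data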;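 note: plate controls were DMSO wells for no effect and 5 µM unlabelled arrestin peptide for full effect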
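Assay system: GST-AP2 R879A bound to glutathione beads, E. coli-expressed; Medium: PBS with 0.05% Tween 20 and 0.1% BSA; Also added: fluorescein-tagged arrestin peptide at 50 nM final; Timing: 12 min plus 1 h, RT; Measured by: flow cytometry, FL1 (488/535 nm); Evaluation: percent drop in bead-associated FITC signal.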
V-ATPase pH: yeast V-ATPase proton transport regulation by pHLuorin | S. cerevisiae, pHLuorin cytosolic pH fluorescence | response, % at 10 µM | hit rate 0.37% among 350,000; in the data active = response mostly above about 7.3%, no sharp cut-off; inactive = mostly below about 5.4%; note: actives read high; inactives centre near 0; some compounds called inactive have numbers as strong as hits
RTF Ca sens inh: cardiac RTF calcium desensitization | hit rate 0.12% among 340,000 | IANBD-labeled cardiac RTF, Ca2+ fluorescence | inhibition, % at 7.15 µM | P19429+P45379;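 active = inhibition above the mean inhibition of all tested compounds plus 3 SD, cut at about 17% in these data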;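 note: assay run at fixed EC70 calcium of 1.6 mM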
DAGLB inh: blocks human DAGLB lipase activity; HEK293T DAGLB membrane lysate, EnzChek fluorogenic substrate; inhibition, % at 5.17 µM; hit rate 0.059% among 340,000; AID 504411; in the data active = inhibition above about 34%;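 note: 0% = enzyme with vehicle and 100% = wells lacking enzyme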
C-LANA FP: blocks KSHV LANA C-terminal domain binding to DNA; MBP-C-LANA/FAM-LBS DNA binding, fluorescence polarization; inhibition, % at 9 µM; hit rate 0.078% among 340,000;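 active = highest replicate inhibition at or above 60% at 9 µM, even if other replicates fall short; inactive = all replicates below 60% inhibition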;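 note: 0% = neutral control wells and 100% = 4 µM acridine orange control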
CAL PDZ FP-1: CAL PDZ (human) peptide binding inhibition; inhibition, % at 24.9 µM; purified CAL PDZ, TMR-peptide fluorescence polarization, 1 h; AID 602252; hit rate 0.92% among 300,000;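 active = mean inhibition of at least 30% with at least half of replicates also reaching 30%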;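 note: 0% = DMSO neutral control and 100% = excess unlabeled competitor peptide PRC23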
CAL PDZ FP-2: human CAL PDZ-peptide interaction inhibition; AID 504414; Q9HD26; hit rate 0.02% among 330,000; purified CAL PDZ, TMR-peptide fluorescence polarization, 1 h; inhibition, % at 20 µM;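 active = highest replicate inhibition of at least 40%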;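 note: plate controls were DMSO neutral control wells for no effect and unlabeled competitor peptide control wells for full effect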
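Test system: purified CerCALP PDZ construct; Compound dosing: one concentration, 20 µM compound; Also added: TMR-labelled reporter peptide T*-PRC34 bound in PDZ groove; Read-out: inhibition from polarization loss; Controls: unlabelled peptide and DMSO controls; Signal: FP readout, S and P plane fluorescence; Incubation: 1 h at RT.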
Keap1 Nrf2 FP: disrupts human Keap1 binding to Nrf2 peptide | hit rate 0.15% among 340,000 | Q14145 | inhibition, % at 9.4 µM | Keap1 Kelch-Nrf2 peptide fluorescence polarization, 1536-well; in the data active = inhibition above about 12%;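 note: human Keap1 Kelch domain with fluorescein labeled Nrf2 9mer peptide probe; 0% = neutral control wells and 100% = peptide positive control; higher means more block of Keap1 binding to Nrf2 peptide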
Starred values were filed as active, the others as inactive; . = not tested or not shown.

SMILES	NSD2 inh	Pemphigus Ab inh	Arrestin-AP2 inh	V-ATPase pH	RTF Ca sens inh	DAGLB inh	C-LANA FP	CAL PDZ FP-1	CAL PDZ FP-2	Keap1 Nrf2 FP
CC(=O)Nc1cc(C(=O)N2CCCC2)ccc1S(=O)(=O)c1ccc(C)cc1	.	101	9	-3	2	-1	-1.1	0	-0.4	3
Cc1ccc(C)c(C(=O)COC(=O)CCCC(=O)Nc2cc(C(F)(F)F)ccc2Cl)c1	-1	126	13	-5	4	-19	-0.5	0	-3.4	-11
c1ccc2c(N3CCOCC3)c3c(nc2c1)CCC3	3	100	-3	-1	-3	0	1.0	-5	.	-3
O=C1c2ccccc2-c2c1cccc2C(=O)N1CCN(C(=O)c2ccco2)CC1	4	.	7	5	-5	2	-1.2	-2	0.3	1
CCCCN(C(=O)CCCc1nc2ccccc2c(=O)[nH]1)c1c(N)n(CCCC)c(=O)[nH]c1=O	4	95	-2	1	-2	-2	2.3	-3	-2.6	0
COc1ccc(C(=O)N/C(=C\c2cn(S(=O)(=O)N(C)C)c3ccccc23)C(=O)NCCN2CCOCC2)cc1OC	-5	100	1	3	0	-1	0.4	-4	-1.5	5
COc1ccc(CNC(=O)c2ccc(N(C)S(=O)(=O)c3ccc(C)cc3)cc2)cc1	-2	101	6	-3	0	-5	-0.4	-3	-1.7	3
COc1ccc(-c2coc3cc(OC(C)=O)c(OC)cc3c2=O)cc1	.	.	2	-3	-10	-1	-0.3	1	-0.2	3
CC1CCc2c(sc3nc(CSc4nnnn4C)[nH]c(=O)c23)C1 (configuration not stated)	1	91	-4	3	-23	2	1.4	60*	-2.0	-6
O=C(CSc1nc2ccccc2c(=O)n1-c1ccccc1)c1c[nH]c2ccccc12	3	89	1	0	-21	-1	0.6	-6	-2.7	-4
Cc1ccc(S(=O)(=O)Nc2ccccc2-c2nc3ccccc3[nH]c2=O)cc1	5	103	-8	0	3	0	1.3	-4	-1.9	1
CCCOC(=O)C1=C(C)NC2=C(C(=O)CCC2)C1c1ccc(N(C)C)cc1 (configuration not stated)	9	.	9	4	-7	1	0.2	16	1.0	4

Two entries drawn at random from the list so far, as already listed:
SMILES	NSD2 inh	Pemphigus Ab inh	Arrestin-AP2 inh	V-ATPase pH	RTF Ca sens inh	DAGLB inh	C-LANA FP	CAL PDZ FP-1	CAL PDZ FP-2	Keap1 Nrf2 FP
O=C(CSc1nc2ccccc2c(=O)n1-c1ccccc1)c1c[nH]c2ccccc12	3	89	1	0	-21	-1	0.6	-6	-2.7	-4
c1ccc2c(N3CCOCC3)c3c(nc2c1)CCC3	3	100	-3	-1	-3	0	1.0	-5	.	-3

Back to the main list; the 7 compounds before the break are reprinted first.
SMILES	NSD2 inh	Pemphigus Ab inh	Arrestin-AP2 inh	V-ATPase pH	RTF Ca sens inh	DAGLB inh	C-LANA FP	CAL PDZ FP-1	CAL PDZ FP-2	Keap1 Nrf2 FP
COc1ccc(C(=O)N/C(=C\c2cn(S(=O)(=O)N(C)C)c3ccccc23)C(=O)NCCN2CCOCC2)cc1OC	-5	100	1	3	0	-1	0.4	-4	-1.5	5
COc1ccc(CNC(=O)c2ccc(N(C)S(=O)(=O)c3ccc(C)cc3)cc2)cc1	-2	101	6	-3	0	-5	-0.4	-3	-1.7	3
COc1ccc(-c2coc3cc(OC(C)=O)c(OC)cc3c2=O)cc1	.	.	2	-3	-10	-1	-0.3	1	-0.2	3
CC1CCc2c(sc3nc(CSc4nnnn4C)[nH]c(=O)c23)C1 (configuration not stated)	1	91	-4	3	-23	2	1.4	60*	-2.0	-6
O=C(CSc1nc2ccccc2c(=O)n1-c1ccccc1)c1c[nH]c2ccccc12	3	89	1	0	-21	-1	0.6	-6	-2.7	-4
Cc1ccc(S(=O)(=O)Nc2ccccc2-c2nc3ccccc3[nH]c2=O)cc1	5	103	-8	0	3	0	1.3	-4	-1.9	1
CCCOC(=O)C1=C(C)NC2=C(C(=O)CCC2)C1c1ccc(N(C)C)cc1 (configuration not stated)	9	.	9	4	-7	1	0.2	16	1.0	4
Cc1ccccc1N1CCN(c2ncnc3scc(-c4cccs4)c23)CC1	0	102	10	-2	0	-11	1.4	-1	-1.2	1
COc1cc2c(cc1OC)CN(C(=O)CCC(=O)c1ccc(F)cc1)CC2	10	88	11	2	-2	-2	-1.9	-5	-0.5	0
COc1cccc(-c2cc(C(F)(F)F)c(C#N)c(=O)[nH]2)c1	-10	94	-3	-1	4	6	0.1	-8	-2.6	-3
O=C(Cn1cnc2cc([N+](=O)[O-])ccc2c1=O)Nc1cccc(S(=O)(=O)N2CCOCC2)c1	1	95	8	-1	-9	1	-0.6	-1	-1.8	-1
O=C(N/N=C/c1cccc(Oc2ccccc2)c1)c1ccccc1F	1	.	18	-3	-5	-4	0.5	-2	-1.5	3
NS(=O)(=O)c1ccc(NC(=O)COC(=O)CCc2ccc(S(=O)(=O)N3CCOCC3)cc2)cc1	1	98	32	-2	-2	0	0.2	-1	-2.4	-1
Cc1cc(=O)oc2cc(OCC(=O)NC3CC(C)(C)NC(C)(C)C3)ccc12	-1	.	-1	11*	-1	1	-0.5	-4	-2.5	-2
Cc1ccccc1C(=O)NC(=S)Nc1ccccc1C(=O)O	-2	102	-2	5	1	0	0.4	-2	-1.0	0
O=C(CSc1nnc(-c2ccccc2Br)o1)Nc1cccc2ccccc12	-1	.	0	0	10	-6	-1.0	-1	-0.8	4
Cc1cnc(C(=O)OCC(=O)N2C(C)CCCC2C)cn1 (configuration not stated)	-4	103	-11	1	3	1	-1.1	.	-2.5	-2
Cc1ccccc1-c1nnc(CN2CCN(C(=O)c3ccco3)CC2)o1	-2	102	4	2	-10	-1	-1.8	-4	-1.6	1
COc1cccc(/C=N/N2CCN(C3c4ccccc4-c4ccccc43)CC2)c1O	.	92	30	0	6	-4	1.4	19	-0.2	-5
O=C(Nc1ccc2oc(-c3cccnc3)nc2c1)c1cc2ccccc2o1	2	103	8	-1	-4	-4	0.1	2	-2.9	0
CC(C)=CC(=O)OCC(=O)Nc1ccc(Cl)cc1	1	105	2	2	6	-2	-0.3	.	-0.8	-2
CC(OC(=O)Cc1coc2cc3c(cc12)CCC3)C(=O)NCc1ccc2c(c1)OCO2 (configuration not stated)	-1	112	-5	2	-1	-2	-0.1	-2	-1.1	-4
Cc1cc(F)ccc1S(=O)(=O)N1CCCOC1CNC(=O)C(=O)NC1CCCCC1 (configuration not stated)	7	.	-18	0	-1	2	1.3	.	0.3	0
CC(C)C(=O)Nc1cccc(NC(=O)c2ccc([N+](=O)[O-])cc2Cl)c1	-3	105	3	0	-5	0	0.0	-8	0.6	-4
CN(C(=O)COC(=O)c1cc[n+]([O-])cc1)c1ccccc1	-2	101	11	1	-2	0	0.4	-2	-1.2	-2
CC1CCc2c(nc3ncnn3c2NCCN(C)C)C1 (configuration not stated)	9	103	5	1	-4	1	2.7	-1	-3.7	-1
CC(=O)c1ccc(N2CCN(C(=O)/C=C/c3ccc(S(=O)(=O)N4CCOCC4)cc3)CC2)cc1	4	101	17	1	-6	-3	0.6	2	-2.8	-6
CC1CC(=O)C2=C(C1)OC(N)=C(C#N)C2c1coc2ccccc2c1=O (configuration not stated)	3	99	-10	-2	4	-1	3.7	-1	-2.5	-2
Cc1ccc(C2CC(c3cccs3)=NN2C(=O)c2ccc(Br)o2)cc1 (configuration not stated)	-2	91	0	5	-3	-7	0.6	-1	-0.5	-4
O=C(CN1C(=O)C2C3C=CC(C3)C2C1=O)NCc1ccco1 (configuration not stated)	0	100	14	-7	-2	-2	0.4	-6	-3.9	2
N#Cc1ccccc1NC(=S)Nc1ccc(F)cc1	0	105	-1	0	-12	1	-0.7	0	0.4	-4
COc1ccc(CCNC(=O)c2cc3ccccc3oc2=O)cc1	-1	106	-6	-2	-6	-1	-0.6	7	-1.2	-3
CC1Sc2ccc(S(=O)(=O)N3CCC(C(=O)Nc4ccc(Cl)cc4)CC3)cc2NC1=O (configuration not stated)	-1	128	-11	1	-23	-2	11	-2	-3.8	-12
CCOc1ccccc1C1CC(=O)NC2=C1C(=O)CC(C)(C)C2 (configuration not stated)	-2	94	-6	2	-12	2	0.7	-1	-1.8	1
CN(C)c1cc(NC(=O)CN2CCCC2)c2ccccc2n1	2	113	4	4	-1	1	-1.0	.	0.6	-5
O=C(Cc1cccc([N+](=O)[O-])c1)Nc1ccc(C(=O)N2CCOCC2)cc1	.	101	7	-2	-1	-2	-1.0	-1	-1.2	-6
O=S(=O)(c1ccccc1)N1CCC2(CC1)OCCO2	-2	100	0	0	8	-2	-0.6	4	-0.7	2
CCOc1ccc(OCC)c(NC(=O)CSc2nnc(-c3cccnc3)o2)c1	0	.	2	1	-3	0	-1.3	-4	-1.4	-3
CC1(C)CC(=O)C2=C(C1)Nc1ccccc1N(C(=O)C1CC1)C2c1ccco1 (configuration not stated)	26	105	5	3	16	-2	2.2	4	-1.4	-7
COc1ccc(NC(=O)COC(=O)CNC(=O)c2cccs2)cc1Cl	0	.	-6	-1	-6	2	-6.2	-6	-1.5	-3
Cc1ccc(C)c(Cn2cnc3c(oc4ccccc43)c2=O)c1	3	114	30	-2	0	-8	-0.7	-2	0.0	2
OC(CNCCNc1ncccc1C(F)(F)F)Cn1ccc2ccccc21 (configuration not stated)	3	.	-11	2	3	0	-0.6	1	-0.9	-2
CC(C)Sc1nc2c(c(=O)n(C)c(=O)n2C)n1Cc1ccc(Cl)cc1	4	104	-5	2	0	-4	2.1	-1	.	3
CN(C)C(CNC(=O)c1ccc(NS(=O)(=O)c2ccc(F)cc2)cc1)c1ccco1 (configuration not stated)	2	102	1	3	-2	1	1.2	0	-0.3	-5
Cc1[nH]n(-c2ccccc2)c(=O)c1/C=N/N1CCOCC1	9	104	2	2	-1	-1	1.4	-1	-1.7	2
O=C1c2ccccc2C(Nc2cccnc2)N1Cc1ccc2c(c1)OCO2 (configuration not stated)	.	102	0	2	-1	2	-0.8	7	-1.0	0
Cc1cccc(-c2nc(CS(=O)CC(=O)NCCc3ccccc3)c(C)o2)c1 (configuration not stated)	-2	101	0	1	2	-5	1.1	-2	-3.3	5
CN(C)CCSc1nc(O)c(-c2ccccc2)c(=O)n1-c1ccccc1	1	114	11	-4	1	-3	-1.1	0	-1.3	2
O=C(NCCCn1ccnc1)c1cc2cc([N+](=O)[O-])ccc2oc1=O	1	109	-3	-2	-13	1	0.3	-5	0.6	0
Cc1ccc(C)c(NC(=O)c2cc(S(=O)(=O)N3CCCCC3)ccc2N2CCOCC2)c1	1	97	-28	1	-17	-1	-0.2	.	-0.2	0

Just C-LANA FP, for some of the entries so far:
Molecule,C-LANA FP
Cc1cccc(-c2nc(CS(=O)CC(=O)NCCc3ccccc3)c(C)o2)c1 (configuration not stated),1.1
CN(C)CCSc1nc(O)c(-c2ccccc2)c(=O)n1-c1ccccc1,-1.1

Assay outcomes: PubChem BioAssay, several laboratories

Some of the compounds tested, so the mix of outcomes need not match the whole.
